Screening results (PubChem)
FLuc inhib CS: inhibits firefly luciferase, flagging false hits in luciferase inhibition screens; P08659; ATPLite firefly luciferase biochemical luminescence, 10 min; inhibition, % at 10 µM; 1.5% of 200,000 active; AID 1006;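 active = inhibition above about 50% when tested at 10 µM, limit read from the data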
Target sequence (P08659 whole entry, looked up): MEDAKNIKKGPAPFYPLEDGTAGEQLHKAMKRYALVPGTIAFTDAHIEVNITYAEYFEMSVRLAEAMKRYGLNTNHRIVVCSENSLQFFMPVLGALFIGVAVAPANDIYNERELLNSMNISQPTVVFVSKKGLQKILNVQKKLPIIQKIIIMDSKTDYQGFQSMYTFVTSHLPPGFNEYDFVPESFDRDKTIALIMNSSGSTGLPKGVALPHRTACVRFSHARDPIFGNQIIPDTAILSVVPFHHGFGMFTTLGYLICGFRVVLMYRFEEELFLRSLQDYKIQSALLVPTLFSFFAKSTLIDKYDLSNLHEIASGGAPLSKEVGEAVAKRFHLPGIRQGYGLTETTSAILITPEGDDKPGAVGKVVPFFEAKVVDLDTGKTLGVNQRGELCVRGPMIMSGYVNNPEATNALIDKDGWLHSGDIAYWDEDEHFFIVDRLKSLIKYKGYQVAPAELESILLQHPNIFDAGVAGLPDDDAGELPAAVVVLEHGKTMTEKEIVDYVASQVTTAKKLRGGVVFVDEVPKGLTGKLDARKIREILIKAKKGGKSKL
bIAP activator: intestinal alkaline phosphatase (bovine) activation; purified bovine IAP, CDP-star luminescence, 30 min; hits give high values; fold of DMSO-control signal, blank-subtracted; activation factor at 20 µM; 0.17% of 200,000 active;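 active = activation factor of 2 or more at 20 µM, a signal rise over negative controls twice the positive control's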
TNAP inh hi DEA: blocks human TNAP under high phosphate acceptor concentration; P05186; 0.03% of 200,000 active; inhibition, % at 20 µM; purified TNAP, CDP-star luminescence, 1 M DEA;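 active = over 50% inhibition of tissue-nonspecific alkaline phosphatase at 20 µM in the single-dose screen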;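 also: plate controls were DMSO wells for no effect and EDTA-quenched wells as full inhibition for full effect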
APP 5'UTR act: activates APP 5'UTR luciferase reporter | SH-SY5Y APP 5'UTR luciferase reporter, luminescence; zero percent = DMSO vehicle wells | activation, % at 2 µM | 1% of 190,000 active;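 active = activation above a set limit, based on mean plus 3 SD of controls, cut at about 140% in these data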; also: values of inactives mirror those of a sister screen read the other way
FLuc stim CS: affects firefly luciferase, flagging false hits in luciferase stimulation screens; P08659; ATPlite luciferase biochemical, luminescence, 10 min; 0 = ATP-free wells, 1 = DMSO control; activation factor at 10 µM; AID 1027; 200,000 tested, under 10 active;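 active = luciferase activation factor, scaled between plate controls, of at least 2 with compound at 10 µM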
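assay system = Luciferase/luciferin detection reagent, cell-free biochemical luciferase assay | also added = ATP substrate | times = 10 min post-reagent at room temperature | measured by = luminescence from luciferase reaction | measure = luciferase activation, seen as luminescence increase over controls | benchmarks = low control with PBS replacing ATP, high control enzyme plus ATP without compound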
PMI activator: phosphomannose isomerase (human) activation; P34949; purified human PMI, coupled resazurin fluorescence, 20 min; hits give high values; 1 = vehicle control, 0 substrate-free wells; activation factor at 20 µM; 0.005% of 190,000 active; AID 1214;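 active = activation factor of 2 or more at 20 µM, relative to plate controls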
Target sequence (P34949 whole entry, looked up): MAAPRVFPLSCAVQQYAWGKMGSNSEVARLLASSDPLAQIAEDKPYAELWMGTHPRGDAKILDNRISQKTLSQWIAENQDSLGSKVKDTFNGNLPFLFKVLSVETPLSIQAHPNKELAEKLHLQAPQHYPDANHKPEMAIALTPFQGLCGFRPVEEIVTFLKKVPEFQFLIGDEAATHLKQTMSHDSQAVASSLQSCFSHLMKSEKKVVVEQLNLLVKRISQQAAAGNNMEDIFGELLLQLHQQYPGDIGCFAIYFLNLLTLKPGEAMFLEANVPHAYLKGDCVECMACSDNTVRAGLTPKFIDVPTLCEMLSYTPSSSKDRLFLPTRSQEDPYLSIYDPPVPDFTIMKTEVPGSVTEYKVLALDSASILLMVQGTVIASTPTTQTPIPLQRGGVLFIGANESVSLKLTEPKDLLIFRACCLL
TNAP act hi DEA: increases human TNAP activity under high phosphate acceptor concentration | P05186 | purified TNAP, CDP-star luminescence, 1 M DEA, 30 min; hits give high values; 0 = EDTA background, 1 = DMSO-only activity | activation factor at 20 µM | 200,000 tested, under 10 active;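 active = activation factor at least 2 at 20 µM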
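Measured by: Luminescent substrate turnover signal | Test system: Human TNAP | Input: TNAP 1/800 final | Dosing: 20 µM single point | Schedule: 30 min, room temperature | Controls: EDTA wells as negative control, DMSO wells as positive control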
PMI act hi M6P: PMI (human) activation, high substrate. coupled PMI enzyme assay, resazurin fluorescence, 20 min; hits give high values; 1 = untreated enzyme, 0 = substrate-free blank. activation factor at 20 µM. P34949. 0.34% of 190,000 active. AID 1216;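 active = activation factor of 2 or more at 20 µM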
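Material: human phosphomannose isomerase with PGI, G6PDH, diaphorase coupling enzymes / Reagent: Man-6-P substrate 1.0 mM / Dosing: single compound dose of 20 µM, 1% DMSO final / Incubation: enzyme reaction with compound 20 min at room temperature / Signal: resorufin fluorescence (Ex 544/Em 590 nm) from resazurin via diaphorase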
TNAP inh noacc: blocks human TNAP activity with no phosphate acceptor present; inhibition, % at 20 µM; 0.26% of 200,000 active; P05186; purified TNAP, CDP-star luminescence, 30 min;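 active = tissue-nonspecific alkaline phosphatase inhibition above about 50% at 20 µM in the single-dose screen, limit read from the data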;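 also: 0% = DMSO negative control and 100% = EDTA positive control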
NF-kB neuron act: NF-kB expression increase, human neuronal cells; NF-kB reporter expression; hits give high values; fold change at 12.5 µM; 1.6% of 190,000 active; in the data active = fold change above about 3.3
The depositor's hits bear a star; / = not tested or not shown.

Below each SMILES: FLuc inhib CS	bIAP activator	TNAP inh hi DEA	APP 5'UTR act	FLuc stim CS	PMI activator	TNAP act hi DEA	PMI act hi M6P	TNAP inh noacc	NF-kB neuron act
CC1=CS/C(=C(/C#N)C(=O)NCc2ccco2)N1c1ccccc1
    -3.3	0.9	-6.5	2.5	1	0.9	1.1	0.9	-18.5	0.89
Cc1cccc2cc3c(NC(=O)c4ccccn4)nn(C)c3nc12
    4.7	1.1	3.8	4.8	1	1	1	1.1	-1.1	0.64
NC(=O)c1cc(-c2ccccc2)sc1NC(=O)Cc1ccc(S(=O)(=O)N2CCOCC2)s1
    -7.2	0.8	-2.1	-0.5	1.1	0.8	1	0.9	-5.9	0.91
O=C(/C=C/c1ccco1)Nc1nnc(-c2ccco2)s1
    -2.3	0.9	-6.6	35.1	1	1	1.1	1	-9.4	1.14
O=C(COc1ccc2ccccc2c1)Nc1nccs1
    83.8*	1	-5.9	190.1*	0.2	1	1.1	1	-2.6	6.51*
CCOc1cccc(CN2CCN(Cc3ccc(C)o3)C(CCO)C2)c1O (stereo not drawn)
    -1.7	1	-3.4	14.8	1	0.9	1	0.8	-6.1	1
CCCn1c2ccc(/C(C)=N\O)cc2c2cc(/C(C)=N/O)ccc21
    -5.9	0.9	-5.3	-12.7	1.1	0.9	1.1	0.8	-8.8	1.33
O=C(CCCC(=O)NCCc1ccccc1)NCCc1ccccc1
    -5.7	0.9	-2.7	-10.6	1.1	1	1	1.1	-9.7	1.07
O=C1CC(NCC2CCCO2)C(=O)N1c1ccc(F)cc1 (stereo not drawn)
    -3.5	1	-3.7	3.5	1	1	1	1.1	-5.5	1.31
CC(OC(=O)c1ccccc1Nc1ccc(SC(F)F)cc1)C(N)=O (stereo not drawn)
    -4.5	1	-6.4	-8.2	1	0.9	1.1	0.8	-9.0	0.59
CC(=O)c1nnn(-c2nc(N)nc(N(c3ccccc3)c3ccccc3)n2)c1C
    -6.8	0.9	-4.0	-10.8	1.1	1	1	1.1	-14.8	0.85
S=c1[nH]nc(-c2cccnc2)n1C1CCCCC1
    4.0	0.8	-1.1	-6.3	1	0.9	1	1	7.8	1.31
Cc1ccc(CN(c2ccc(C(=O)NCc3ccc4c(c3)OCO4)cc2)S(C)(=O)=O)cc1
    -3.7	0.9	0.0	0.5	1	0.8	1	1	-7.2	1.49
Cc1c(C(=O)N/N=C/c2cccs2)nc2ccccn12
    2.8	1	-1.5	-11.3	1	1	1	1	-9.6	1.47
Cn1nnnc1SC1CC(=O)N(c2ccccc2)C1=O (stereo not drawn)
    -8.5	1.1	-5.9	3.9	1.1	1.2	1.1	1.2	-7.0	/
NS(=O)(=O)c1ccc(CCNC2CC(=O)N(CCc3ccccc3)C2=O)cc1 (stereo not drawn)
    -7.0	1	-3.4	7.4	1.1	0.9	1	0.9	-7.0	0.88
Cc1cc(C(C)(C)C)cc(C)c1Cn1c2[n+](c3ccc(C(F)(F)F)cc31)CCCCC2
    -2.7	1	-4.0	-6.3	1	0.7	1	1	-6.4	1.34
O=C(COc1ccc(Cl)cc1)NCc1nnc(SCC(=O)Nc2ccc(F)cc2F)o1
    -8.3	1.1	-3.8	12.1	1.1	1.1	1	1	-8.7	1.24
CN(C)S(=O)(=O)c1cccc(NC(=S)NCc2ccc3c(c2)OCO3)c1
    -2.9	0.9	-1.8	-8.5	1	1.2	1	1	2.9	1.26
COc1ccc(-c2nc(N3CCCC3)[nH]c(=O)c2C#N)cc1
    -3.0	0.9	-0.2	-1.5	1	1.2	1	1.1	-8.1	1.45
COc1ccc2nc(NC(=O)CN(c3ccc(C)cc3)S(=O)(=O)c3c(C)nn(C)c3C)sc2c1
    1.9	1.1	-0.2	3.7	1	0.9	1	0.9	3.0	0.88
CCc1ccccc1NC(=S)N(Cc1cccc(C)c1)c1cccnc1
    -2.2	0.9	2.1	26.8	1	0.9	1	0.9	-4.4	1.09
CC(=O)NC(NC(C)=O)c1ccc(N(C)C)cc1
    -0.3	1	-1.8	-11.7	1	0.9	1	0.7	-8.2	1.11
COC(=O)C1CCN(c2cc(=O)n(-c3ccccc3Cl)c(=O)[nH]2)CC1
    1.1	1.1	-1.6	3.7	1	0.9	1	0.9	-2.6	1.14
COc1ccc(/C=N/NC(=O)COc2ccc3ccccc3c2)c(C(=O)O)c1OC
    -7.3	0.8	-3.5	0.7	1.1	1	1	1	1.0	1.08
COc1ccc(-c2cc(=O)c3cc(C)ccc3[nH]2)cc1
    81.7*	0.9	-2.2	99.2	0.2	1.3	1	1.2	-10.1	6.48*
Cc1cc(OCc2cccc(Cl)c2)c(C)cc1CN1CCOCC1
    -5.9	1.1	-7.0	16.1	1.1	1	1.1	1	-10.8	1.36
O=C(Nc1ccc(F)cc1F)c1ccc(-n2cccn2)c([N+](=O)[O-])c1
    -0.8	1	1.7	6.9	1	0.8	1	0.9	-0.1	1.24
O=C(CCc1nc2ccccc2s1)Nc1cccnc1
    -3.2	1.1	-0.5	-11.7	1	1.1	1	1	-5.5	0.99
CCCOc1ccc(N2C(=O)CC(N3CCC(C(=O)OCC)CC3)C2=O)cc1 (stereo not drawn)
    -4.7	1.1	-3.7	3.7	1	1.1	1	1	-9.9	0.78

Below each SMILES: FLuc inhib CS	bIAP activator	TNAP inh hi DEA	APP 5'UTR act	FLuc stim CS	PMI activator	TNAP act hi DEA	PMI act hi M6P	TNAP inh noacc	NF-kB neuron act
COC(=O)c1ccc(-n2cnc(Cl)n2)c(F)c1
    0.5	0.9	2.2	-5.3	1	1	1	0.9	-5.5	1.4
O=C(Nc1ccccc1Cc1ccccc1)C1CC(=O)N(c2ccc3c(c2)OCCO3)C1 (stereo not drawn)
    -7.4	1.3	-12.3	-0.1	1.1	0.8	1.1	0.9	-33.4	1.05
CCN(CC)C(=O)N1CCC(NC(=O)Cc2ccccc2)CC1
    -7.6	1	-6.6	2.8	1.1	1	1.1	1	0.0	1.19
Cc1cccc(OCCn2c(=O)n(C)c3ccccc32)c1
    14.0	1	-6.5	84.6	0.9	1.1	1.1	1.1	11.0	3.64*
O=C(CCC(=O)c1ccccc1)NCCc1c[nH]c2ccccc12
    -3.3	0.9	-3.2	8.9	1	1	1	1.1	-12.1	0.91
Clc1ccc(-c2nc3ncccn3c2Nc2ccc3c(c2)OCO3)cc1
    -0.1	1	0.6	31.0	1	1.1	1	0.7	-9.0	1.36
CCC1CCC(c2nnc(-c3ccc(Br)cc3)o2)CC1 (stereo not drawn)
    -4.4	1.2	-3.4	5.8	1	0.9	1	1	-17.3	1.67
COc1ccc(/C=N/NC(=O)c2[nH]c(C)c(C(=O)N/N=C/c3ccc(OC)cc3)c2C)cc1
    -1.6	0.9	0.9	-4.3	1	0.9	1	0.9	-15.5	0.31
Cc1cccc(CN2CCN(CC(=O)NCc3cccs3)C2=O)c1
    -7.5	1	-5.1	0.3	1.1	1.1	1.1	1.1	16.2	1.25
O=C(O)c1ccc2noc(-c3ccccc3)c2c1
    -5.6	0.9	-2.8	13.2	1.1	1.1	1	1.3	-10.3	2.14
Cc1cc(C)cc(NC(=O)COC(=O)CN=C2NS(=O)(=O)c3ccccc32)c1
    -1.0	1	4.6	7.6	1	1	1	1.1	16.2	1.22
COc1ccc(-c2nc(NC(=O)Cn3cnnn3)sc2C)cc1
    -3.6	1.1	-6.0	36.2	1	1	1.1	0.9	-3.5	1.14
CC(C)CC(=O)N1CCN(S(=O)(=O)c2ccc3ccccc3c2)CC1
    -2.6	1	-0.3	2.2	1	1	1	1	-7.9	0.91
CCOC(=O)CSC1=NN2CCS(=O)(=O)N=C2S1
    -5.2	1.1	-8.7	5.3	1.1	1	1.1	1	0.2	1.07
CC1CCCC(n2c(=S)[nH]c3ccccc3c2=O)C1C (stereo not drawn)
    -3.6	0.9	-5.5	7.0	1	0.9	1.1	0.9	-5.3	1.43
CS(=O)(=O)N(CC(=O)N1CCN(c2ccccc2)CC1)c1ccc(Cl)c(C(F)(F)F)c1
    -5.7	1	0.1	-16.6	1.1	0.9	1	0.9	-2.4	0.91
CN(C#N)c1nc(Cl)nc(Nc2cccc(Cl)c2)n1
    -3.1	0.7	-2.2	6.2	1	1	1	1.1	-16.4	1.28
CCOc1ccccc1NC(=S)NNS(=O)(=O)c1c(C)cc(C)cc1C
    -2.9	1.3	4.1	3.1	1	1	1	1.1	8.8	1.36
Brc1ccc(-n2cccc2/C=N/n2cnnc2)cc1
    -3.2	0.9	-1.3	/	1	0.9	1	0.9	-4.2	1.16
O=C(Nc1cccn2ncnc12)c1ccc(Cl)cc1
    0.8	0.9	-4.6	-4.7	1	1.1	1	1.1	-10.0	1.46
CCOC(=O)Cc1cc(=O)n2[nH]cc(-c3cccc(Br)c3)c2n1
    -7.5	0.9	-5.5	9.7	1.1	1.3	1.1	1.6	-11.3	1.34
Cc1cc(C)n(CCCO)c(=O)c1C#N
    -1.2	1	-3.3	2.3	1	1	1	1	-8.4	1.19
CCOc1ccc(Cc2nc(-c3nonc3N)no2)cc1OCC
    -6.5	1	-1.4	28.6	1.1	0.8	1	0.9	-2.3	0.96
COCCn1nnnc1CN(CCCN1CCOCC1)Cc1cc2c(C)ccc(C)c2[nH]c1=O
    -5.4	1	-3.6	0.9	1.1	0.9	1	1	-10.9	0.94
COc1cccc(CNC(=O)C2CCCN(S(C)(=O)=O)C2)c1 (stereo not drawn)
    -4.3	0.9	-4.4	7.2	1	0.9	1	0.9	-10.4	1.14
Cc1c(Cl)cccc1NC(=O)CNc1cccc(C(F)(F)F)c1
    -1.7	0.9	2.8	-5.3	1	0.9	1	1	-8.1	0.99
O=C(CSc1nc(-c2ccccc2)nc2ccccc12)Nc1nccs1
    -8.3	1	-3.0	8.6	1.1	0.9	1	1	-8.7	1.53
CN(C)S(=O)(=O)c1ccc2nc(NC(=O)c3cccnc3)sc2c1
    55.4*	1	-2.0	83.2	0.4	1	1	1.2	-11.4	1.63
O=C1OCC2=C1C(c1ccc(F)cc1)CC(=O)N2c1ccccc1 (stereo not drawn)
    -5.6	1.2	-4.5	-13.0	1.1	1	1	1	-12.5	0.95
Cc1ccc(C)c(NC(=O)Cn2nc(C(F)(F)F)cc2C2CC2)c1
    -5.9	0.9	-7.2	11.3	1.1	1	1.1	1.1	-18.8	1.41
O=C(Nc1ccon1)c1cccc(S(=O)(=O)N2CCCCCC2)c1
    -2.1	0.9	-4.0	-14.9	1	1	1	1	7.7	1.07
O=C(NCCc1ccc(Cl)cc1)C1CCN(S(=O)(=O)N2CCCC2)CC1
    -5.6	1	-7.2	-6.1	1.1	1.1	1.1	1.1	-14.4	0.92

Quoted at random: two entries already listed, in no set order.
Below each SMILES: FLuc inhib CS	bIAP activator	TNAP inh hi DEA	APP 5'UTR act	FLuc stim CS	PMI activator	TNAP act hi DEA	PMI act hi M6P	TNAP inh noacc	NF-kB neuron act
CCOC(=O)Cc1cc(=O)n2[nH]cc(-c3cccc(Br)c3)c2n1
    -7.5	0.9	-5.5	9.7	1.1	1.3	1.1	1.6	-11.3	1.34
COc1cccc(CNC(=O)C2CCCN(S(C)(=O)=O)C2)c1 (stereo not drawn)
    -4.3	0.9	-4.4	7.2	1	0.9	1	0.9	-10.4	1.14

Hits appear at their usual frequency; about 3.6% have a hit in one of these screens.
